Assay outcomes deposited in PubChem BioAssay by several laboratories.
STEP inh: blocks human striatal-enriched tyrosine phosphatase; P54829; recombinant STEP, OMFP fluorogenic substrate, fluorescence; inhibition, % at 20 µM; actives 0.25% (n = 360,000);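 active = inhibition at 20 µM, scaled per plate between control wells, above about 37%, limit read from the data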;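 note: 0% = DMSO with enzyme and substrate and 100% = substrate only without enzyme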
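medium = Bis-Tris buffer pH 6.0, 2.5 mM DTT, 0.005% Tween 20 | test system = STEP (striatal-enriched tyrosine phosphatase) enzyme, cell-free | measure = normalized % inhibition | compound dosing = 20 µM, 1% DMSO | also added = 25 µM OMFP | schedule = reaction 20 min, ambient temperature | measured by = fluorescence read at 480 nm ex / 540 nm em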
DNMT1 inh: DNMT1 (human) enzyme inhibition; P26358; DNMT1 molecular beacon, Hinp1I cleavage, fluorescence; inhibition (reported as % activation of signal), % at 10 µM; actives 0.83% (n = 360,000); in the data active = inhibition above about 50%
LMPTP block: LMPTP (human) inhibition. recombinant LMPTP-A, OMFP fluorogenic substrate, fluorescence intensity. inhibition, % at 20 µM. actives 0.22% (n = 360,000). AID 651560;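 active = compounds that cut the enzyme signal by at least half of the control window in the single-dose screen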;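 note: plate controls were DMSO wells with enzyme plus substrate for no effect and substrate without enzyme for full effect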
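material = LMPTP-A | quantity = 0.625 nM enzyme | reagent = OMFP substrate, 400 µM final | buffer or medium = Bis-Tris pH 6.0, DTT, detergent | detection = endpoint fluorescence intensity from OMFP dephosphorylation | dosing = single 20 µM dose | read-out basis = % inhibition relative to no-enzyme and uninhibited control wells | control set = no-enzyme and uninhibited controls | timing = 50 min at room temperature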
Scp-1 inhibitor: blocks human Scp-1 phosphatase activity; actives 0.88% (n = 340,000); inhibition, % at 20 µM; Recombinant Scp1, phosphopeptide, malachite green phosphate absorbance; Q9GZU7;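 active = inhibition above about 50% at 20 µM, limit read from the data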;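 note: plate controls were DMSO wells with enzyme for no effect and wells lacking enzyme for full effect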
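Incubation: 45 min enzyme reaction at room temperature / System: truncated SCP-1 phosphatase (76-261aa) / Reagent: Phospho 17-mer peptide substrate / Buffer or medium: Acidic Tris acetate buffer with magnesium and detergent / Signal: absorbance at 630 nm / Doses: one concentration, 20 µM, with 1.0% DMSO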
Tb MetRS inh: blocks T. brucei methionyl-tRNA synthetase activity. purified T. brucei MetRS, ATP depletion, Kinase-Glo luminescence. inhibition, % at 11.9 µM. actives 0.4% (n = 360,000). AID 624268;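 active = inhibition above a per-plate cutoff of the control wells' mean inhibition plus 3 SD, cut at about 5.5% in these data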;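 note: 0% = DMSO wells median and 100% = median of wells with control inhibitor compound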
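assay system = parasite MetRS enzyme | timing = 15 min preincubation, 2 h reaction, all 25 °C | evaluation = percent inhibition relative to median high and low control wells | medium = HEPES buffer containing pyrophosphatase, BSA, spermine, DTT | compound = single dose, 11.9 µM final nominal, 0.9% final DMSO | detection = Kinase-Glo luminescence, ATP depletion format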
NadD inh: blocks S. aureus nicotinate mononucleotide adenylyltransferase; actives 0.78% (n = 360,000); inhibition, % at 20 µM; purified NadD enzyme, colorimetric absorbance read-out; AID 602399; in the data active = inhibition above about 26%; note: some compounds past the cut are filed as inactive
MLLE-PAM2 inh: blocks PAM2 peptide binding to the PABP1 MLLE domain; GST-MLLE / FITC-PAM2 fluorescence polarization; AID 588489; actives 0.36% (n = 360,000); P11940; inhibition, % at 20 µM; in the data active = inhibition above about 35%, passing the limit was not always enough;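 note: plate controls were DMSO wells with GST-MLLE for no effect and wells lacking GST-MLLE protein for full effect; some results filed as inactive read as strong as hits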
Target sequence (P11940 whole entry, looked up, the tested form may be a part): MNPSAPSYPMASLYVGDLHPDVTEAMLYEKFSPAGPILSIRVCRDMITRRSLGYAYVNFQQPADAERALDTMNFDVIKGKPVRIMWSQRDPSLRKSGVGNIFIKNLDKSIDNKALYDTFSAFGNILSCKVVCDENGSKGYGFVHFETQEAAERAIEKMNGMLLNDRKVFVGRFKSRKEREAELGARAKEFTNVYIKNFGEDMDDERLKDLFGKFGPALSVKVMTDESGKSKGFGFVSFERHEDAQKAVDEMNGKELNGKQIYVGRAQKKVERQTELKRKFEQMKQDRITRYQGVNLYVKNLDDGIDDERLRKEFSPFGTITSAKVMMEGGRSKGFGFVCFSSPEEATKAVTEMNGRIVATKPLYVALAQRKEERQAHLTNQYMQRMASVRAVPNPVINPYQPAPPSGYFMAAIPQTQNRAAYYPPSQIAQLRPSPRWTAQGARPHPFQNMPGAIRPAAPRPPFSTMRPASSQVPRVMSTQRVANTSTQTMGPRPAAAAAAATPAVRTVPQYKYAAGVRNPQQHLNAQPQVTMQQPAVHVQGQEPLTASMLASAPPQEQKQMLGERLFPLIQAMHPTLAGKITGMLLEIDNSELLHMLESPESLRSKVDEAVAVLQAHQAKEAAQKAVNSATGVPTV
SUMO1 PPI mod: SUMO1-SIM interaction modulation | SUMO1 binding to a labelled peptide, TR-FRET, 1 h | P63165 | AID 602429 | inhibition, % at 20 µM | actives 0.33% (n = 360,000); in the data active = inhibition above about 37%
Target sequence (P63165 whole entry, looked up): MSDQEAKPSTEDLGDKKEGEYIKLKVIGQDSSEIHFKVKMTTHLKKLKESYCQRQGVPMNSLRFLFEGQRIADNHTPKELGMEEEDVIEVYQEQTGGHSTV
CSN deneddyl inh: blocks human CSN-mediated cullin deneddylation; Q92905; Purified CSN, SCF-Nedd8-OG deneddylation, fluorescence polarization; inhibition, % at 12.5 µM; actives 0.38% (n = 360,000);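 active = pattern-corrected inhibition above about 35%, with an unprinted fluorescence ratio check between 0.5 and 1.5, limit read from the data, passing the limit was not always enough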;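 note: 0% = enzyme with substrate and 100% = substrate without enzyme; some results filed as inactive read as strong as hits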
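Material: purified human Csn5 enzyme expressed in HEK293T cells / Medium: Tris buffer pH 7.5, NaCl, DTT, Tween-20, trehalose, ovalbumin / Compound dosing: 12.5 µM single point / Schedule: 90 min incubation of compound, enzyme and substrate at room temperature / Signal: fluorescence polarization of the substrate / Control set: no-enzyme wells high, enzyme-with-substrate wells low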
Rpn11 block: blocks the human proteasome subunit Rpn11; O00487; human 26S proteasome, Ub4-pepOG fluorescence polarization; 20S core pre-blocked with epoxomicin; calls only at 20 µM; actives 0.59% (n = 360,000);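 active = inhibition at 20 µM, scaled to each plate's controls, above about 33%, limit read from the data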
Target sequence (O00487 whole entry, looked up): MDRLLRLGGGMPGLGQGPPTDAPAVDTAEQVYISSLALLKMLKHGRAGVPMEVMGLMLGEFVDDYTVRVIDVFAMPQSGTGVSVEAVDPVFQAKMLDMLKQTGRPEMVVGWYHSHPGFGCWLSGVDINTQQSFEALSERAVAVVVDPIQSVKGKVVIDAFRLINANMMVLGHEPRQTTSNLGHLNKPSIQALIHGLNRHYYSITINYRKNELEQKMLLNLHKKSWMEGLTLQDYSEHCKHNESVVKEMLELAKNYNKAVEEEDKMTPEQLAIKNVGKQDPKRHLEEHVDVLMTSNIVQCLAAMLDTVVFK
Numbers without * were called inactive. This is a random part of the collection; 3.6% or so of the library scored in one or more.

`COC(=O)C1=C(CN2CCN(C)CC2)NC(=O)NC1c1cc(C)ccc1C` (stereo not drawn) gave STEP inh -2, DNMT1 inh 4, LMPTP block -0.8, Scp-1 inhibitor 4, Tb MetRS inh -1.3, NadD inh -2, MLLE-PAM2 inh 3, SUMO1 PPI mod -1, CSN deneddyl inh -7 and Rpn11 block inactive.
For CN(CC(=O)Nc1ccccc1Cl)C(=O)CSc1nc2ccccc2s1 the results were STEP inh 0, DNMT1 inh 1, LMPTP block -0.6, Scp-1 inhibitor 4, Tb MetRS inh -0.2, NadD inh -4, MLLE-PAM2 inh 13, SUMO1 PPI mod 1, CSN deneddyl inh -4 and Rpn11 block inactive.
For CC(C)=CC(=O)OCc1cc([N+](=O)[O-])cc2c1OCOC2 the results were STEP inh 1, DNMT1 inh 2, LMPTP block 0.1, Scp-1 inhibitor -3, Tb MetRS inh -0.5, NadD inh -4, MLLE-PAM2 inh 2, SUMO1 PPI mod -16, CSN deneddyl inh -4 and Rpn11 block inactive.
Screening CC1CCc2sc(C(=O)NN=C3CCCC3)cc2C1 (stereo not drawn) returned STEP inh 0, DNMT1 inh 3, LMPTP block -3.2, Tb MetRS inh 0.4, NadD inh -5, MLLE-PAM2 inh -5, SUMO1 PPI mod 0, CSN deneddyl inh 0 and Rpn11 block inactive.
For COC(=O)C1CCN(C(=O)NC2CC(=O)N(c3ccc4c(c3)OCCO4)C2)CC1 (stereo not drawn) the results were STEP inh -2, DNMT1 inh 0, LMPTP block -1.8, Scp-1 inhibitor -8, Tb MetRS inh 0.0, NadD inh -4, MLLE-PAM2 inh 11, SUMO1 PPI mod 3, CSN deneddyl inh -6 and Rpn11 block inactive.
For C=CC[C@@H](CC(=O)N[C@H](CO)Cc1ccccc1)C(=O)N[C@H](C)COC(=O)[C@@H](CC=C)Cc1ccc(F)cc1 the results were STEP inh 0, DNMT1 inh 1, LMPTP block -0.1, Scp-1 inhibitor -10, Tb MetRS inh -0.3, NadD inh -7, MLLE-PAM2 inh 8, SUMO1 PPI mod -3, CSN deneddyl inh -6 and Rpn11 block inactive.
For CCOc1ccc(NC(=O)CCSc2ccc(C)cc2)cc1 the results were STEP inh -2, DNMT1 inh -6, LMPTP block 0.4, Scp-1 inhibitor -12, Tb MetRS inh -0.2, NadD inh -8, MLLE-PAM2 inh -9, SUMO1 PPI mod -1, CSN deneddyl inh -5 and Rpn11 block inactive.
Screening COc1ccc(Cc2noc(CN3CCN(Cc4cccc(Cl)c4)CC3)n2)cc1OC returned STEP inh -1, DNMT1 inh -4, LMPTP block -0.7, Scp-1 inhibitor -2, Tb MetRS inh 0.0, NadD inh -5, MLLE-PAM2 inh 7, SUMO1 PPI mod 1, CSN deneddyl inh -7 and Rpn11 block inactive.
`CN(CC(=O)Nc1ccc(S(N)(=O)=O)cc1)C1CCCCC1` gave STEP inh 2, DNMT1 inh 5, LMPTP block 0.0, Scp-1 inhibitor -1, Tb MetRS inh 0.7, NadD inh 3, MLLE-PAM2 inh -2, SUMO1 PPI mod -2, CSN deneddyl inh -4 and Rpn11 block inactive.
Screening O=C1COc2ccc(C(=O)COC(=O)c3ccccc3F)cc2N1 returned STEP inh 1, DNMT1 inh -4, LMPTP block 7.0, Scp-1 inhibitor -5, Tb MetRS inh -0.3, NadD inh 1, MLLE-PAM2 inh -5, SUMO1 PPI mod -2, CSN deneddyl inh 4 and Rpn11 block inactive.
Screening Cc1ccc(Nc2c(-c3ccc(C)o3)nc3cnccn23)cc1 returned STEP inh 0, DNMT1 inh -6, LMPTP block -1.0, Scp-1 inhibitor -5, Tb MetRS inh -0.2, NadD inh 5, MLLE-PAM2 inh 24, SUMO1 PPI mod -18, CSN deneddyl inh -4 and Rpn11 block inactive.
For CS(=O)(=O)c1ccc(Cl)c(NC(=O)c2cc(=O)[nH]c3ccc(S(=O)(=O)N4CCOCC4)cc23)c1 the results were STEP inh 1, DNMT1 inh 1, LMPTP block -0.4, Scp-1 inhibitor -1, Tb MetRS inh -0.5, NadD inh 0, MLLE-PAM2 inh -10, SUMO1 PPI mod -6, CSN deneddyl inh 0 and Rpn11 block inactive.
Screening Cc1ccc(-n2nnnc2Sc2nc([N+](=O)[O-])nn2C)cc1C returned STEP inh -2, DNMT1 inh 2, LMPTP block 0.6, Scp-1 inhibitor -2, Tb MetRS inh -0.5, NadD inh 7, MLLE-PAM2 inh -12, SUMO1 PPI mod -24, CSN deneddyl inh -7 and Rpn11 block inactive.
For COCCn1c(Cc2ccccc2)nnc1SCC(=O)Nc1ccccc1 the results were STEP inh -2, DNMT1 inh -3, LMPTP block -0.1, Scp-1 inhibitor -4, Tb MetRS inh 1.3, NadD inh 1, MLLE-PAM2 inh 0, SUMO1 PPI mod 2, CSN deneddyl inh -3 and Rpn11 block inactive.
COC(=O)[C@H](C)NC(=O)Nc1cc(OC)ccc1OC was read as STEP inh 16, DNMT1 inh -7, LMPTP block -0.8, Scp-1 inhibitor -6, Tb MetRS inh -0.1, NadD inh -3, MLLE-PAM2 inh 2, SUMO1 PPI mod -3, CSN deneddyl inh 6 and Rpn11 block inactive.
Cc1ccccc1SCC(=O)OCC(=O)Nc1ccc(N(C)C)cc1 was read as STEP inh 5, DNMT1 inh -4, LMPTP block 1.2, Scp-1 inhibitor -1, Tb MetRS inh 0.0, NadD inh 3, MLLE-PAM2 inh -14, SUMO1 PPI mod 2, CSN deneddyl inh 7 and Rpn11 block inactive.
NS(=O)(=O)c1ccc(NC(=O)CN2CCCCC2)cc1 was read as STEP inh -1, DNMT1 inh 8, LMPTP block -1.1, Scp-1 inhibitor -12, Tb MetRS inh -1.0, NadD inh -5, MLLE-PAM2 inh -13, SUMO1 PPI mod 4, CSN deneddyl inh 1 and Rpn11 block inactive.
Screening N=c1c2c(-c3ccccc3)c(-c3ccccc3)n(Cc3ccccc3)c2ncn1CCCn1ccnc1 returned STEP inh 3, DNMT1 inh 3, LMPTP block 57*, Scp-1 inhibitor 29, Tb MetRS inh 0.7, NadD inh 22, MLLE-PAM2 inh -1, SUMO1 PPI mod -10, CSN deneddyl inh 0 and Rpn11 block inactive.
Cc1nc(NC(=O)/C=C/c2ccc(Cl)cc2Cl)sc1C(=O)N(C)C was read as STEP inh 3, DNMT1 inh -2, LMPTP block -0.8, Scp-1 inhibitor 0, Tb MetRS inh -0.6, NadD inh -6, MLLE-PAM2 inh -6, SUMO1 PPI mod 0, CSN deneddyl inh -12 and Rpn11 block inactive.
COc1cccc(NC(=O)c2cc(S(=O)(=O)N3CCc4ccccc43)cn2C)c1 was read as STEP inh 0, DNMT1 inh -4, LMPTP block 1.8, Scp-1 inhibitor -7, Tb MetRS inh 0.0, NadD inh -4, MLLE-PAM2 inh -10, SUMO1 PPI mod -2, CSN deneddyl inh -3 and Rpn11 block inactive.
`COc1ccc2c(c1)CCCO[C@]21O[C@H](CCO)C[C@H](O)[C@H]1O` gave STEP inh -1, DNMT1 inh 4, LMPTP block -3.5, Tb MetRS inh -1.4, NadD inh 4, MLLE-PAM2 inh 10, SUMO1 PPI mod 2, CSN deneddyl inh -4 and Rpn11 block inactive.
For COc1ccc(C2C(C(=O)c3ccco3)=C(O)C(=O)N2CCN2CCOCC2)cc1 (stereo not drawn) the results were STEP inh -1, DNMT1 inh -1, LMPTP block 0.4, Scp-1 inhibitor -1, Tb MetRS inh 0.0, NadD inh 0, MLLE-PAM2 inh -1, SUMO1 PPI mod -3, CSN deneddyl inh 3 and Rpn11 block inactive.
`CCOC(=O)CC(NC(=O)Cn1nnc(-c2ccccc2Cl)n1)c1ccc(OC)cc1` (stereo not drawn) gave STEP inh 0, DNMT1 inh -1, LMPTP block 0.0, Scp-1 inhibitor -7, Tb MetRS inh -0.3, NadD inh -9, MLLE-PAM2 inh 9, SUMO1 PPI mod 3, CSN deneddyl inh 6 and Rpn11 block inactive.
`O=C1OC2(CCCC2)OC(=O)C1=Cc1c[nH]c2ccccc12` gave STEP inh -1, DNMT1 inh 9, LMPTP block 2.3, Scp-1 inhibitor -5, Tb MetRS inh -0.3, NadD inh -3, MLLE-PAM2 inh -15, SUMO1 PPI mod -4, CSN deneddyl inh 4 and Rpn11 block inactive.
`O=C(OCC(=O)N1CCN(C(=O)c2ccco2)CC1)c1ccccc1Cc1ccccc1` gave STEP inh -4, DNMT1 inh 1, LMPTP block -1.8, Scp-1 inhibitor 7, Tb MetRS inh -0.3, NadD inh -4, MLLE-PAM2 inh 14, SUMO1 PPI mod -1, CSN deneddyl inh 2 and Rpn11 block inactive.
For O=C(OCCOc1ccc(Br)cc1)c1ccc(Cl)c(S(=O)(=O)N2CCOCC2)c1 the results were STEP inh 1, DNMT1 inh -1, LMPTP block 3.0, Scp-1 inhibitor -13, Tb MetRS inh -0.5, NadD inh -4, MLLE-PAM2 inh 9, SUMO1 PPI mod 5, CSN deneddyl inh 2 and Rpn11 block inactive.
`COc1ccc([N+](=O)[O-])cc1NC(=O)CCS(=O)(=O)c1ccc(Br)cc1` gave STEP inh 8, DNMT1 inh 79*, LMPTP block 0.2, Scp-1 inhibitor 95*, Tb MetRS inh -0.8, NadD inh -9, MLLE-PAM2 inh 1, SUMO1 PPI mod 2, CSN deneddyl inh -1 and Rpn11 block inactive.
`CCOc1ccc(OCC(=O)Nc2ccc(N3CCCCC3)cc2)cc1` gave STEP inh 2, DNMT1 inh 5, LMPTP block 2.0, Scp-1 inhibitor -7, Tb MetRS inh -0.3, NadD inh -2, MLLE-PAM2 inh 6, SUMO1 PPI mod 4, CSN deneddyl inh 5 and Rpn11 block inactive.
COc1ccc(Cl)cc1NC(=S)N(CCCN1CCOCC1)Cc1cn(C)c2ccccc12 was read as STEP inh 94*, DNMT1 inh -9, LMPTP block -4.0, Scp-1 inhibitor -2, Tb MetRS inh -0.1, NadD inh -10, MLLE-PAM2 inh 23, SUMO1 PPI mod 3, CSN deneddyl inh -1 and Rpn11 block inactive.
